Assay outcomes: PubChem, National Center for Advancing Translational Sciences (NCATS)
Pf growth 48h: Primary qHTS for delayed death inhibitors of the malarial parasite plastid, 48 hour incubation; Potency, µM (top dose mostly 28.7 µM), for inactives: top-dose activity change, negative = inhibition, most hits filed as inhibitors; P. falciparum luciferase growth in erythrocytes, 48 h; AID 504832, 2011; 310,000 compounds, 5.9% hits; further: potency means the concentration at half of the fitted maximal effect; on the % scale 0 is the no-effect control and ±100 the full control effect
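A one-generation exposure of luciferase-tagged malaria parasites in RPMI 1640/Albumax erythrocyte culture, 37 C and 5% CO2. Inhibition is inferred from decreased luminescence after adding detection reagent.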
HCV inh: qHTS Assay for Inhibitors of Hepatitis C Virus (HCV); 340,000 compounds, 3.4% hits; Potency, µM (highest dose often 41.8 µM), without a hit: top-dose activity change, negative = inhibition, usual class: inhibitors; Huh7.5.1 HCVcc-Cre infection, luciferase reporter, 44 h; AID 651820, 2012; further: potency means the concentration at half of the fitted maximal effect; on the % scale 0 is the no-effect control and ±100 the full control effect
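Luciferase read-out (15 sec integration) after a 15 min room-temperature substrate step quantifies HCVcc-Cre infection. Cells, 1,000 per well, had compound added 4 h post-plating, then virus at ~0.5 moi, and were cultured 44 h.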
TbPYK inhibitor: qHTS of Trypanosoma Brucei Inhibitors. pyruvate kinase (Trypanosoma brucei), Q57TT1. Potency, µM (top dose mostly 76.8 µM), for the others: at the highest dose activity, negative = inhibition, actives largely listed as inhibitors. 410,000 compounds, 0.12% hits. TbPYK enzyme, Kinase-Glo Plus ATP luminescence, 45 min; further: potency means the concentration at half of the fitted maximal effect; on the % scale 0 is the no-effect control and ±100 the full control effect; nearly all actives have a fitted effect of over 50% in size
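Glycolytic pyruvate kinase of T. brucei was incubated with substrate, test compound and 130 uM ADP for 45 minutes at room temperature. Luminescent Kinase-Glo Plus signal was measured after 10 minutes.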
LmPK inh: qHTS Assay for Inhibitors of Leishmania Mexicana Pyruvate Kinase (LmPK). 290,000 compounds, 0.37% hits. Potency, µM (titrated, usually from 57.5 µM), for inactives: at the top dose activity change, negative = inhibition, hits mostly inhibitors. Q27686. purified LmPK, Kinase-Glo ATP luminescence, 1 h; further: potency means the concentration at half of the fitted maximal effect; on the % scale 0 is the no-effect control and ±100 the full control effect
Target sequence (Q27686 whole entry, looked up): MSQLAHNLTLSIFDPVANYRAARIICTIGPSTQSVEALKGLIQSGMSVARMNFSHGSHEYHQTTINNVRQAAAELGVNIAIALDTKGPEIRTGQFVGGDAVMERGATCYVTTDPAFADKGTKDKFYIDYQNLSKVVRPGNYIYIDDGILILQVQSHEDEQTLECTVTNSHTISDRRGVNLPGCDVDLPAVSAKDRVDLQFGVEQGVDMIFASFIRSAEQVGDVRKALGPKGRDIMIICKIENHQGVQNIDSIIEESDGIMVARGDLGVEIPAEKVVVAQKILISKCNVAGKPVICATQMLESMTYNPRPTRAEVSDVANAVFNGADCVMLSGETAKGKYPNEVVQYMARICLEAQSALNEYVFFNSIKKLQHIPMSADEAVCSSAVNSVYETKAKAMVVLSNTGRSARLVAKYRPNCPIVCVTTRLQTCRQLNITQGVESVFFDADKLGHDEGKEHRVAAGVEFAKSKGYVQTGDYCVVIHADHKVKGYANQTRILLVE
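Purified LmPK (0.1 nM) converted ADP (0.1 mM) to ATP with PEP (0.5 mM) in imidazole buffer pH 7.2 with KCl and MgCl2, 1 h at room temperature. ATP was read by Kinase-Glo luminescence; data normalized to uninhibited and no-enzyme controls.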
Pf growth 96h: Primary qHTS for delayed death inhibitors of the malarial parasite plastid, 96 hour incubation; AID 504834, 2011; 320,000 compounds, 6.9% hits; Potency, µM (top dose mostly 28.7 µM), for the others: at the highest dose activity change, negative = inhibition, usual class: inhibitors; P. falciparum luciferase reporter growth, 96 h; further: potency means the concentration at half of the fitted maximal effect; on the % scale 0 is the no-effect control and ±100 the full control effect
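Delayed-death screen, second-generation endpoint: infected erythrocytes, 2% hematocrit, 0.05% parasitemia final; 96 hours at 37 C, 5% CO2; luciferase detection reagent; luminescence decrease equals reduced growth.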
Cycloheximide cs: Cycloheximide Counterscreen for Small Molecule Inhibitors of Shiga Toxin. cell reporter, cycloheximide protein synthesis inhibition counterscreen. 300,000 compounds, 12% hits. max response, %. AID 2314, 2010; in the data active means max response mostly above about 13%, no sharp cut-off; inactive means mostly below about 14%; further: read at 38.3 µM for the half of the compounds with a filed dose; 0% is about no effect
Shiga inhibitor: A qHTS for Small Molecule Inhibitors of Shiga Toxin. Vero cells, Shiga toxin protein synthesis inhibition reporter. inhibition, % at 38.7 µM. 290,000 compounds, 9.2% hits. AID 2315, 2010; in the data active means inhibition mostly above about 28%, no sharp cut-off; inactive means mostly below about 43%; further: 0% is about no effect
Active calls of the source: *; i = inactive; u = inconclusive; x = not tested or not shown; & = joins results of further samples; [ ] = another dose, or the depositor's remark. Unless noted, the call rests on the fitted dose curve; in most records, active means well fitted curve in the direction sought with a large enough effect; inconclusive means small, poorly fitted or top-dose-only effect, or another doubt; inactive means no such curve, though single readings can be large; an effect the other way counts as inactive or inconclusive.

SMILES	Pf growth 48h	HCV inh	TbPYK inhibitor	LmPK inh	Pf growth 96h	Cycloheximide cs	Shiga inhibitor
CS(=O)(=O)c1ccc(-c2cn3cc(C(=O)O)ccc3n2)cc1	143.7%[activator]	6.7%	1.0%	-2.7%	x	-11.1	-15.7
Cc1cccc(N=Cc2c(O)n(C)c(=O)n(C)c2=O)c1	-1.2%	-7.7%	-3.3%	-8.9%	112.4%[activator]	8.8	25.4*
O=C(N/N=C/c1ccccc1F)C(=O)N1CCCCCC1	31.5%[activator]	5.5%	-4.5%	-0.4%	u	24.3*	34.5*
COc1ccc(CNS(=O)(=O)c2cn(C)c(=O)n(C)c2=O)cc1	24.7%	x	4.3%	-2.0%	31.1%[activator]	0.9	-26.6
CN(C(=O)COc1ccccc1C(=O)NCCc1ccccc1)c1ccccc1	22.3%	2.7%	0.8%	2.0%	126.1%[activator]	30.4*	70.5*
COc1ccc(/C(N)=N/OC(=O)CCCc2ccccc2)cc1	-4.0%	15.5%	3.6%	3.7%	31.2%[activator]	44.3*	89.8*
CC(C)(C)OC(=O)N1CCN(C(=O)c2nc[nH]c2C(=O)N2CCN(C(=O)OC(C)(C)C)CC2)CC1	22.7%	23.7%	0.0%	x	52.5%[activator]	x	x
CCn1cc([N+](=O)[O-])c(C(=O)Nc2ccc(Cn3nc(C)cc3C)cc2)n1	-7.6%	-39.2%	-5.4%	4.5%	u	1.1	16.7
CN(C)C(=O)COc1ccc2c3c(c(=O)oc2c1)CCCC3	19.4%	8.3%	-9.4%	5.6%	9.28µM*	-1.2	x
O=C(CCOc1cccc(Br)c1)Nc1ccc(F)c(S(=O)(=O)N2CCOCC2)c1	u	u	1.0%	x	u	x	x
Cn1c(COc2ccc3ccccc3c2)nnc1SCC(=O)O	6.1%	-18.8%	-0.8%	-7.1%	-13.5%	5.2	8.5
COc1ccc(CN2CCNC(=O)C2CC(=O)N(C)CC2CCOCC2)cc1C (configuration not stated)	-5.1%	-13.3%	3.9%	-0.3%	u	-2.2	-9.4
O=C(O)c1ccccc1C(=O)Nc1cc(-c2ccccc2)[nH]n1	63.0%[activator]	-3.9%	-3.8%	-0.5%	50.5%[activator]	1.5	-2.3
O=C(NCNC(=O)NC1C(=O)NC(=O)N1CO)NC1C(=O)NC(=O)N1CO (configuration not stated)	9.9%&-6.0%	9.4%	5.0%&6.1%	x	111.9%&11.2%[activator]	x	x
CCN(CC)CCOC(=O)C1(C2CCCCC2)CCCCC1	u	1.4%[8.37 µM]	-2.2%&6.3%	3.0%	0.0%	-2.3	-9.1
CCN(CCC(=O)Nc1cc(OC)cc(OC)c1)Cc1ccccc1	u	-9.3%	3.5%	2.6%	7.5%	-4.0	-6.7
O=C(NNc1ncnc2sccc12)c1ccc(Cl)cc1	15.8%	u	-2.7%	0.1%	0.3%	19.3	47.1
CCOc1ccc(S(=O)(=O)N2CCCCC2)cc1NC(=O)CN1C(=O)NC(CC)(c2ccccc2)C1=O (configuration not stated)	4.65µM*	u	3.5%	-6.2%	11.7µM*	-0.6	-7.9
CN(C)Cc1cc(C(C)(C)C)cc(C(C)(C)C)c1O	11.3%	7.2%	1.2%	-0.9%	22.9%	-2.3	17.5
C=CCn1c(SCc2cccc(F)c2)nc2cc(C(=O)N3CCC(C(N)=O)CC3)ccc2c1=O	u	u	-4.6%	1.3%	u	-5.7	-14.9
N#Cc1nc(Cc2cccc3ccccc23)oc1NCCN1CCOCC1	u	-17.7%	-9.0%	4.3%	x	-5.5	5.8
O=C1/C(=C\c2cccnc2)SC(=S)N1C1CCS(=O)(=O)C1 (configuration not stated)	u	-9.7%	-1.6%	-1.7%	u	-1.9	-17.0
CC(C)(C)OC(=O)NNC(=S)NC1CCCCC1	6.7%	11.3%	-2.3%	1.3%	27.8%	-2.4	17.4
Cc1ccsc1CNCCc1ccc(F)cc1	-22.1%	18.4%	4.6%	-3.3%	u	1.7	-7.3
Cc1c(CC(=O)O)c(=O)oc2cc3oc4c(c3cc12)CCCC4	13.6%	13.2%	-4.5%	5.3%	23.5%	-3.0	-14.9

Further compounds.
SMILES	Pf growth 48h	HCV inh	TbPYK inhibitor	LmPK inh	Pf growth 96h	Cycloheximide cs	Shiga inhibitor
Cn1c(SCC(=O)c2ccc(O)cc2O)nnc1-c1ccccc1	3.8%	u	3.4%	-0.7%	-12.8%	-5.4	-0.7
Cc1ccc(-c2nc3sc4c(c3c(=O)n2N)CCCC4)cc1	x	u	0.0%	-15.4%	7.38µM*	59.2*	37.8
NC(=O)C1=C[C@H](c2ccc(C(F)(F)F)cc2)C[C@H](OCc2ccc(CO)cc2)O1	2.1%	-16.6%	7.3%	4.6%	-42.3%	-1.2	2.2
CCCC(=O)Nc1nnc(SCC(=O)N2C(C)CCCC2C)s1 (configuration not stated)	u	6.9%	-3.0%	6.9%	u	-3.5	7.6
COc1ccc(NC(=O)CCC(=O)Nc2nnc(C(F)(F)F)s2)c(OC)c1	x	4.1%	-7.6%	-1.7%	-19.3%	-1.9	-7.7
C=CCn1c(SCC(=O)/C(C#N)=C(\C)N)nc2sc(C)c(C)c2c1=O	u	u	0.9%	0.8%	u	-5.8	-12.9
COc1ccc(CC(=O)O/N=C(\N)c2ccc(Br)cc2)cc1OC	u	u	-0.4%	-0.7%	0.0%	-2.6	10.2
Cc1occc1-c1n[nH]c(=S)n1CC(C)C	2.0%	21.5%	u	u	-19.4%	-2.6	1.3
O=C1CC(c2ccccc2)n2nc(NC(=O)c3cccs3)nc2N1 (configuration not stated)	5.8%	10.6%	-0.2%	-2.2%	-21.3%	-1.4	1.8
O=C(Nc1nc(-c2cccnc2)cs1)c1cccc([N+](=O)[O-])c1	0.0%	u	-0.6%	-1.7%	u	-1.0	30.6
COCCn1c(C)cc(C(=O)COC(=O)c2c(C)nn(Cc3ccccc3)c2C)c1C	u	u	-7.5%	10.6%	6.7%	1.3	-3.4
COc1ccccc1C(=O)NNC(=O)c1ccc(NC(=O)C(C)C)cc1	8.5%	17.2%	3.1%	-1.5%	52.0%[activator]	-4.0	-7.8
COc1ccc(N2C(=O)C(Cl)=C(Nc3ccccc3O)C2=O)cc1	49.7%[activator]	-8.6%	-12.5%	4.4%	x	27.1	53.2
CCOc1cc(/C=N/NC(=O)C(=O)NCc2cccnc2)ccc1O	1.5%	18.1%	-3.6%	-4.7%	-14.9%	8.5	4.2
Nc1nc(CN2CCN(Cc3ccccc3)CC2)nc(Nc2ccc3c(c2)OCCO3)n1	-24.7%	-15.9%	-4.2%	2.8%	x	2.0	33.8
CCOC(=O)C1=C(C)c2ccccc2OC1(CC)C(=O)OCC (configuration not stated)	x	9.4%	-18.2%	x	x	0.8	i
COc1ccc(Nc2nnc(SCC(=O)Nc3cc(C)on3)s2)cc1	16.8%	-25.7%	-11.3%	-2.9%	x	-0.8	11.8
O=c1c(Cl)c(NS(=O)(=O)c2ccccc2)cnn1-c1ccccc1	-3.2%	4.3%	2.9%	3.6%	10.5%	1.0	14.4
O=C1C2C(c3ccccc3)=NN(c3ccccc3)C2C(=O)N1c1ccccc1 (configuration not stated)	-9.7%	10.7%	5.0%	1.1%	269.0%[activator]	1.0	-0.2
O=C(c1ccc(Cl)s1)N1CCCC1	x	-1.3%	-12.8%	1.8%	u	16.2	-9.3
C=CCN(C(=O)CC(NC(C)=O)c1ccccc1)c1nc(-c2ccc(S(C)(=O)=O)cc2)cs1 (configuration not stated)	9.28µM*	u	-0.4%	0.7%	u	31.2*	78.8*
O=C(Nc1ccc(Cl)c(Cl)c1)C1CC(=O)N(c2ccc(Br)cc2)C1 (configuration not stated)	-17.7%	u	-3.0%	4.3%	-17.5%	3.0	-14.9
O=C(Cn1c(SCC(=O)N2CCc3ccccc32)nc2ccccc21)NC1CCCC1	6.0%	18.1%	8.6%	6.6%	-5.9%	-2.7	-3.8
COCCNC(=O)c1ccc(-n2c(SCc3cccnc3)nc3ccccc3c2=O)cc1	11.7%	18.0%	4.1%	6.1%	6.1%	9.9	-15.0
Cc1cc(C=NCCO)c(C)n1-c1cc(Cl)ccc1Cl	13.9%	25.5%	-11.9%	-0.5%	54.6%[activator]	7.4	4.3

(next part)
SMILES	Pf growth 48h	HCV inh	TbPYK inhibitor	LmPK inh	Pf growth 96h	Cycloheximide cs	Shiga inhibitor
COC(=O)C1C(=O)/C(=C(/C)N2CCCC2)C(=O)CC1(C)C (configuration not stated)	x	15.5%	-10.8%	8.2%	-28.5%	-2.4	-11.5
CC(C)c1ccc(OCC(O)Cn2cnc3ccccc32)cc1 (configuration not stated)	11.7µM*	u	5.8%	1.6%	u	16.2	41.0
CCn1c(C)nc2cc(C(N)=O)ccc21	30.7%[activator]	8.9%	0.8%	-4.7%	48.9%[activator]	2.8	6.4
C/C(=N\NC(=O)c1ccccc1O)c1ccc(NC(=O)c2ccccc2)cc1	29.2%	-19.6%	1.7%	-7.1%	-14.8%	38.0*	68.8*
CCOc1ccc(NC(=O)C2C3CCC4C(CCC32)C4(Cl)Cl)cc1 (configuration not stated)	6.6%	9.2%	4.4%	0.3%	u	-2.2	18.9
CN1CCc2c(sc3c2C(=O)NC(c2ccc(-c4ccc(Cl)cc4)o2)N3)C1 (configuration not stated)	u	u	-2.4%	4.6%	-7.1%	5.8	-2.6
CC(C)NC(=O)c1onc(CSc2cccc(Cl)c2)c1C(=O)O	6.4%	21.6%	0.0%	0.5%	0.3%	-1.6	-6.3
O=C(NC1CCCCCC1)c1ccccc1-c1ccccc1	-22.5%	-2.7%	-4.3%	-1.8%	u	-3.2	-8.4
O=C(CSc1nnc(-c2ccco2)n1Cc1ccccc1)NC(=O)NCc1ccccc1	u	-28.9%	-12.5%	2.1%	11.7µM*	-2.3	29.8
CCOc1ccc(C)cc1S(=O)(=O)n1nc(C)cc1C	18.4%	16.7%	5.5%	1.1%	9.5%[5.75 µM]	-5.5	17.6
COc1ccc(Nc2nc3ccccc3n3nnnc23)cc1	x	x	-3.5%	2.0%	-100.0%	11.6	28.0

Whole records, quoted from the list.
COC(=O)C1C(=O)/C(=C(/C)N2CCCC2)C(=O)CC1(C)C (configuration not stated) is listed as Pf growth 48h: x; HCV inh: 15.5%; TbPYK inhibitor: -10.8%; LmPK inh: 8.2%; Pf growth 96h: -28.5%; Cycloheximide cs: -2.4; Shiga inhibitor: -11.5
CN1CCc2c(sc3c2C(=O)NC(c2ccc(-c4ccc(Cl)cc4)o2)N3)C1 (configuration not stated) is listed as Pf growth 48h: u; HCV inh: u; TbPYK inhibitor: -2.4%; LmPK inh: 4.6%; Pf growth 96h: -7.1%; Cycloheximide cs: 5.8; Shiga inhibitor: -2.6
